Rtt109 Vps75: inhibitors of Candida albicans Rtt109/Vps75 histone acetyltransferase. Q5AAJ8. purified Rtt109/Vps75, ThioGlo CoA-SH fluorescence, 4 h. inhibition, % at 34.9 µM. 330,000 tested, 0.16% active. AID 540336;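 active means inhibition of at least 50% in every replicate; inconclusive means best replicate reaches 50% inhibition but some replicates fall short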
Target sequence (Q5AAJ8 whole entry, looked up): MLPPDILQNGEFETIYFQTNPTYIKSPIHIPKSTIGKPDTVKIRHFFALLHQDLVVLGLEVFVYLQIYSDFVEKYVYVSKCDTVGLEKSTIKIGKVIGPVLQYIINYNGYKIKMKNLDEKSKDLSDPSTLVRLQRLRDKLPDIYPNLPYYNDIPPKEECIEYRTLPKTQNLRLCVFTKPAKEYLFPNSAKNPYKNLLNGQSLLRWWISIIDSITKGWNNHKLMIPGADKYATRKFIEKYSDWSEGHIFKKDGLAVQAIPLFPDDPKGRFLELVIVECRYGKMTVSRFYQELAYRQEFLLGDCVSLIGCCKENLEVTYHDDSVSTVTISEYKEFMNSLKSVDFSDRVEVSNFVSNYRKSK
AddAB inh: less growth of phage-infected E. coli with AddAB. E. coli expressing H. pylori AddAB, absorbance growth. inhibition, % at 11.9 µM. 330,000 tested, 0.29% active; in the data active means inhibition above about 12%;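 further: 0% = vehicle wells of infected cells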
PfHsp90 set2: growth inhibition of yeast expressing Plasmodium Hsp90; S. cerevisiae expressing PfHsp90, BacTiter-Glo ATP, 48 h; yeast lacking PDR1 and PDR3 efflux regulators; inhibition, % at 9.4 µM; 310,000 tested, 0.32% active; AID 504621;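 active means every replicate shows inhibition above about 80%, whatever the replicate mean, limit read from the data; inconclusive means mean inhibition reaches the set limit but some replicate falls short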;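 further: 0% = DMSO neutral controls and 100% = 20 µM radicicol positive controls; yeast relying on Plasmodium falciparum Hsp90 in place of its own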
Tat export inh: blocks Tat-dependent protein export in E. coli; E. coli MC4100 TorA-mCherry Tat export, fluorescence; inhibition, % at 10 µM; 340,000 tested, 0.036% active; AID 488895;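 active means mean replicate inhibition at least 50% and at least half of replicates individually reaching 50%; inconclusive means only one of the two criteria met; inactive means neither criterion met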;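 further: exported cargo escapes ClpAP degradation while cytoplasmic cargo is degraded and loses fluorescence; 0% = median of neutral control wells and 100% = median of NaSCN control wells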
PvdQ inh: P. aeruginosa PvdQ acylase inhibition; purified PvdQ acylase, fluorescence plate reader; inhibition, % at 10 µM; 340,000 tested, 0.063% active; AID 488965; in the data active means inhibition above about 30%, passing the limit was not always enough; inconclusive means no clear call, values can overlap the other calls;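 further: 0% = vehicle neutral wells and 100% = reference inhibitor wells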
Ecoli viability: bacterial growth inhibition, counter-screen for AddAB inhibitors; E. coli V3065 growth, OD600 absorbance, 18 h; inhibition, % at 11.9 µM; 330,000 tested, 0.27% active;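 active means inhibition above the campaign's mean inhibition across all tested compounds plus 3 SD, cut at about 9.9% in these data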;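 further: uninfected addAB+ strain grown without phage in ampicillin broth; 0% = DMSO wells and 100% = ciprofloxacin 0.95 µg/ml wells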
Wnt act: activators of Wnt/beta-catenin signaling; Wnt/beta-catenin reporter cell assay, activator, plate reader; AID 743398; 300,000 tested, 1.2% active; activation, % at 9.35 µM; in the data active means activation above about 30%, passing the limit was not always enough; inconclusive means no clear call, values can overlap the other calls;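 further: 0% = neutral control wells and 100% = positive control wells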
CAL PDZ inh: blocks peptide binding to human CAL PDZ domain; Q9HD26; purified CAL PDZ, TMR-peptide fluorescence polarization, 1 h; inhibition, % at 20 µM; 330,000 tested, 0.02% active; AID 504414;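 active means highest replicate inhibition of at least 40%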;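 further: plate controls were DMSO neutral control wells for no effect and unlabeled competitor peptide control wells for full effect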
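Control set: unlabelled peptide and DMSO controls / Material: purified CerCALP PDZ construct / Timing: 1 h incubation at room temperature before polarization reading / Doses: 20 µM, one dose / Detection: fluorescence polarization (mP)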
DAGLB inhibitor: diacylglycerol lipase beta (human) inhibition | Q8NCG7 | HEK293T DAGLB membrane lysate, EnzChek fluorogenic substrate | inhibition, % at 5.17 µM | 340,000 tested, 0.059% active | AID 504411; in the data active means inhibition above about 34%;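 further: 0% = enzyme with vehicle and 100% = wells lacking enzyme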
Target sequence (Q8NCG7 whole entry, looked up): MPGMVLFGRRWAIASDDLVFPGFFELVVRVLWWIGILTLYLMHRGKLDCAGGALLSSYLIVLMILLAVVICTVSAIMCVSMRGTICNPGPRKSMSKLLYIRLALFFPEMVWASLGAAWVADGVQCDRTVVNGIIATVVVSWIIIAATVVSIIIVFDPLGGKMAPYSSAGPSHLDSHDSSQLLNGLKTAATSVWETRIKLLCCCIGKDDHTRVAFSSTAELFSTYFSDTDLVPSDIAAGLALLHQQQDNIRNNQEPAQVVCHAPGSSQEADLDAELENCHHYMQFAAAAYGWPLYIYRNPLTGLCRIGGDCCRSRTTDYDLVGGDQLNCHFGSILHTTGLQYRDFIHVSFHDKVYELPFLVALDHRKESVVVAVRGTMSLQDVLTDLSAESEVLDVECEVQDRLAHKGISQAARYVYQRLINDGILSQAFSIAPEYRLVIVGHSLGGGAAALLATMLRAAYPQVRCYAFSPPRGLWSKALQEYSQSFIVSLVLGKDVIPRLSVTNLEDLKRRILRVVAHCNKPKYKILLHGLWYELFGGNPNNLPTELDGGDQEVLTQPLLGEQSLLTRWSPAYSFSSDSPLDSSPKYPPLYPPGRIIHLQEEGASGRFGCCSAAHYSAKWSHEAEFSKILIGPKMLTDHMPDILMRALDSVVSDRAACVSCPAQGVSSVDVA
phage Ecoli inh: E. coli growth loss with phage present. growth absorbance. inhibition, % at 11.9 µM. 360,000 tested, 0.26% active. AID 651602; in the data active means inhibition above about 11%
* = called active by the depositor; ? = inconclusive; . = no result given.

SMILES	Rtt109 Vps75	AddAB inh	PfHsp90 set2	Tat export inh	PvdQ inh	Ecoli viability	Wnt act	CAL PDZ inh	DAGLB inhibitor	phage Ecoli inh
COc1ccc(S(=O)(=O)N(C)C)cc1NCC(=O)Nc1ccc(Br)c(C)c1	4	-0.7	-12	-1	-13	-2.3	-3	0.7	-1	0.3
O=C1c2cccnc2C(Nc2ccc(S(=O)(=O)N3CCCCC3)cc2)N1Cc1ccccc1 (stereo unspecified)	2	2.0	25	5	-9	1.9	.	0.1	0	2.3
CC(=O)N1CCc2cc(S(=O)(=O)NCCC(=O)NCCc3ccccc3)ccc21	1	-1.4	7	6	-16	-1.3	.	-0.9	-1	1.9
Cn1nc(C(=O)Nc2ccc(-n3cnnn3)cc2)c2ccccc2c1=O	-3	1.1	.	-7	-16	-0.3	-1	-3.3	0	0.4
c1ccc(NC2=NCCN2CC2CCCCCC2)cc1	3	0.8	3	-4	-9	-3.1	-3	-0.7	0	1.0
Cc1cccn2c(=O)c3cc(C(=O)NCCC4=CCCCC4)n(C)c3nc12	-4	-1.8	-11	-2	-21	-0.2	0	-2.6	1	1.4
Cc1ccc(NC(=O)CCc2c(C)nn(-c3ccc(N4CCOCC4)nn3)c2C)cc1	-1	4.9	18	-8	2	-4.8	2	-0.1	2	-0.1
CC(C)(C)c1ccc(/C=C/C(=O)NCCCn2ccnc2)cc1	-7	-0.5	-29	-5	4	0.8	0	-2.6	1	6.3
Fc1ccccc1CSc1ncn[nH]1	7	0.6	.	-2	0	-2.5	6	-2.0	-2	2.0
CCN(Cc1ccccc1)C(=O)CCS(=O)(=O)c1ccc2c(c1)oc(=O)n2C	7	-0.7	13	8	-12	1.4	-1	-3.4	2	2.0
O=C(O)CCCNC(=O)CCCNC(=O)C(c1ccccc1)c1ccccc1	-5	3.5	22	18	-5	2.5	-2	-3.8	-1	-1.6
Cn1c(Cn2nnc3ccccc32)nnc1SCC(=O)NCc1ccc2c(c1)OCO2	3	.	-7	-7	-8	.	0	-1.4	-5	1.0
CCOC(=O)Cn1nc(C)n(-c2ccc(C)cc2)c1=O	-3	-0.5	21	-4	-3	-1.4	.	-0.7	-1	2.7
CCOc1ccc(S(=O)(=O)NCCC(=O)N2CCN(c3ccc(OC)cc3)CC2)cc1	-2	1.8	-8	-1	-13	-0.1	-2	-1.8	0	2.9
O=C(N[C@@H]1C/C=C\C[C@H](CC(=O)N(CCO)Cc2ccccc2)C(=O)N[C@@H](Cc2c[nH]c3ccccc23)COC1=O)OCC1c2ccccc2-c2ccccc21	-1	-1.0	-22	0	1	-3.2	-3	0.6	3	1.1
Cc1ccc(Nc2ncnc3sc(C)c(C)c23)cc1	-4	2.1	4	-3	8	-0.4	.	-2.2	-1	0.0
CCc1nc2ccccc2n1CC(=O)OCC(=O)N(CC(C)C)c1c(N)n(Cc2ccccc2)c(=O)[nH]c1=O	-1	0.2	.	-5	-10	2.1	-2	-0.6	2	2.6
CC(=O)c1cccc(NC(=O)c2cnn3ccccc23)c1	5	0.8	-45	-3	8	0.3	17	-0.2	2	3.5
CCOc1ccccc1OCCCC(=O)OCC(=O)Nc1cccc(Cl)c1	-9	-2.3	7	-1	-12	-2.7	1	-2.2	-3	4.2
COC(=O)c1ccccc1N=Nc1c(C)[nH][nH]c1=O	-7	-2.5	-10	-1	-6	-0.1	1	-1.6	4	2.1
COc1ccccc1CC(NC(C)=O)C(=O)N1CCN(C(=O)Nc2ccccc2Cl)CC1 (stereo unspecified)	10	1.1	16	-2	-7	-0.1	-2	-0.1	-1	0.7
COc1ccc(S(=O)(=O)Nc2ccc3c(c2)OCO3)cc1C	-2	0.1	1	-7	-13	-3.0	-6	-0.6	1	2.5
C=CCn1c(NCCO)nc2sc3c(c2c1=O)CCC3	-2	2.9	-1	-10	-13	-0.7	-3	-0.7	3	1.8
CC1(C)Cc2c(sc3nc4n(c(=N)c23)CCCCC4)CO1	5	2.0	-19	0	3	0.9	.	0.1	1	2.4
Cc1ccc2c(c1)nnn2C1CCN(S(=O)(=O)c2ccc(C(=O)N3C(C)CCCC3C)cc2)CC1 (stereo unspecified)	-1	-0.4	47	-2	-9	3.1	.	-1.7	-3	1.7

Two records drawn at random from those above, as already listed:
SMILES	Rtt109 Vps75	AddAB inh	PfHsp90 set2	Tat export inh	PvdQ inh	Ecoli viability	Wnt act	CAL PDZ inh	DAGLB inhibitor	phage Ecoli inh
CC(=O)N1CCc2cc(S(=O)(=O)NCCC(=O)NCCc3ccccc3)ccc21	1	-1.4	7	6	-16	-1.3	.	-0.9	-1	1.9
Cc1ccc(Nc2ncnc3sc(C)c(C)c23)cc1	-4	2.1	4	-3	8	-0.4	.	-2.2	-1	0.0

Additional compounds
SMILES	Rtt109 Vps75	AddAB inh	PfHsp90 set2	Tat export inh	PvdQ inh	Ecoli viability	Wnt act	CAL PDZ inh	DAGLB inhibitor	phage Ecoli inh
COc1cc2sc3cc(NCCCN4CCOCC4)ccc3c(=O)c2cc1OC	-233	3.8	-6	-4	-3	-0.6	14	-0.8	2	0.6
O=C(CCS(=O)(=O)c1ccccc1F)Nc1ccc(N2CCN(Cc3ccccc3)CC2)cc1	-18	3.3	11	-1	-6	-1.9	-3	-1.0	-1	-2.0
COc1cccc(CNC(=O)c2ccccc2SCC(=O)N2CCCC2)c1	3	0.7	6	2	7	1.2	-1	-0.2	1	-1.6
CC(=O)OCCCn1c(C)[n+](C)c2cc(Cl)c(Cl)cc21	35	2.9	-9	0	7	-1.6	-1	0.4	3	0.7
CN(C(=O)Cn1cnc2ccccc2c1=O)C1CCS(=O)(=O)C1 (stereo unspecified)	-2	0.8	.	-5	2	-0.8	1	0.2	-3	3.2
Nc1cc2c(cc1O)CCCC2	-1	1.0	15	-5	-9	-1.7	10	-0.4	3	3.7
CCOc1ccc(OCc2cccc(C(=O)N3CCCCCC3)c2)cc1	-2	-0.5	-8	2	-16	-2.5	-6	-2.3	-4	3.4
CCCCC1C(=O)N(c2ccccc2)N(c2ccc(O)cc2)C1=O (stereo unspecified)	28	-2.7	13	?	3	-0.3	1	0.4	1	3.6
COC(=O)c1c(C)[nH]c(C(=O)C(C)OC(=O)C2CC2)c1C (stereo unspecified)	-2	1.3	9	-1	-3	-0.3	0	0.4	3	1.8
COc1ccc(CN2C(=O)c3c(c(C)n(C)c3C)C2C(=O)NC2CCC(C)CC2)cc1 (stereo unspecified)	-16	-0.9	.	5	-8	0.5	-2	-0.2	0	1.0
C=CCOc1ccccc1/C=N/NC(=O)Cc1ccc(C)cc1	-3	2.7	-35	11	-7	-1.7	-2	-2.5	-1	2.8
O=C(Cn1nnc(-c2ccccc2F)n1)Nc1ccc2c(c1)OCO2	-1	-1.6	.	8	-10	-2.7	-2	-0.3	-2	4.5
Cc1cc(NC(=O)CCCOc2ccc(Cl)cc2Cl)no1	0	1.5	22	3	-10	-0.5	.	-0.9	1	0.5
COc1cc(C(=O)OCC(=O)Nc2cc(C)on2)cc(OC)c1OC	-6	-1.1	9	7	-11	0.4	.	-0.6	1	0.4
COc1cccc(C(C(=O)NC2CCCCC2)N(C(=O)c2csnn2)C2CC2)c1 (stereo unspecified)	-9	3.8	-14	0	-18	3.3	-3	-2.9	0	0.3
COc1ccc(-c2c(C(=O)O)c(-c3ccccc3)cn2C)cc1	-3	4.4	-15	-5	-7	2.6	5	0.4	-3	0.6
CCN(CC)C(=O)c1ccc2c(=O)n(Cc3cccc(Br)c3)c(=S)[nH]c2c1	.	-0.7	.	.	.	-2.5	0	.	.	1.7
COc1ccc(CN2C(=O)CN=C2Nc2ccc(C)cc2C)cc1	4	1.6	-1	-4	5	-2.1	.	-1.8	-3	3.3
O=[N+]([O-])c1ccc(C2NS(=O)(=O)N=C3CCCCCN32)cc1 (stereo unspecified)	6	-0.2	-19	4	-11	-3.1	1	-1.5	1	2.0
CCOC(=O)C1C(=O)C=C(c2ccc([N+](=O)[O-])cc2)CC1c1ccccc1 (stereo unspecified)	7	2.4	.	7	-4	-2.4	-9	0.0	-3	4.6
CCCCC(=O)NC1(C(F)(F)F)NC(=O)N(C)C1=O (stereo unspecified)	-8	-2.6	8	0	-15	-1.5	0	-1.7	-3	3.2
CCCCCC(=O)NNC(=S)NC(=O)c1ccc([N+](=O)[O-])cc1	.	-2.9	-28	1	14	-0.1	0	-0.1	1	-1.9
Cc1ccc2nc(SCC(=O)OCc3ccccc3)nc(=O)n2c1	-4	-0.1	-6	-7	-10	2.1	1	-1.6	3	2.2
CCOC(=O)CNC(=O)CNC(=O)Cn1ccc2ccccc2c1=O	-6	1.8	-61	-2	-16	0.7	0	16	0	-0.5
COC(=O)c1ccc(NC(=O)CCS(=O)(=O)c2ccc(Br)cc2)cc1	.	-0.2	18	-2	-11	0.0	-8	-1.6	-1	3.6
Next part:
SMILES	Rtt109 Vps75	AddAB inh	PfHsp90 set2	Tat export inh	PvdQ inh	Ecoli viability	Wnt act	CAL PDZ inh	DAGLB inhibitor	phage Ecoli inh
O=C(CN(C(=O)C1CSC(=O)C1)c1ccccc1F)NCc1ccc2c(c1)OCO2 (stereo unspecified)	-7	0.4	.	8	-7	2.9	.	0.2	3	-0.9
CCC[C@@H](CN1CCC[C@H]1CN1C(N)=NC[C@@H]1Cc1ccccc1)N1C[C@@H]([C@H](C)CC)N(CCc2ccc(Cl)c(Cl)c2)C1=N	?	7.3	5	0	-8	2.6	.	-2.2	6	.
O=C(CCNC(=O)c1ccc(Cl)cc1)Nc1ccc(S(=O)(=O)N2CCOCC2)cc1	8	3.2	.	-12	2	-0.9	-2	-0.8	-2	3.1
O=C1C(Cl)=C(N2CCCCCC2)C(=O)N1c1ccccc1	1	2.8	0	3	-6	-0.2	-5	-2.0	-3	3.3
CC1(C)Cc2c(sc3c2c(=N)n(Cc2ccco2)c(=O)n3CC(=O)Nc2ccc(Cl)cc2)CO1	9	3.4	-87	-7	-11	0.5	.	-1.4	1	2.1
Cc1c(NS(=O)(=O)c2cccc(C(=O)Nc3ccccc3)c2)c(=O)n(-c2ccccc2)n1C	-3	0.6	4	8	-6	-3.6	2	-2.1	2	0.5
COC(=O)C1=C(C(=O)OC)[C@@H]2N(C)c3ccccc3[C@@]23C[C@@H](C(=O)OC)N(C(=O)c2ccco2)C3=N1	0	0.4	.	-10	0	-2.0	2	-1.0	0	1.0
CC1CCc2nc(NC(=O)c3cc(C(C)(C)C)nn3C)sc2C1 (stereo unspecified)	0	1.6	-7	2	-3	0.8	2	-3.1	-2	4.3
O=C1NC(c2cccnc2)C(C(=O)c2cccs2)C(O)(C(F)(F)F)N1 (stereo unspecified)	8	-0.2	-6	-1	9	0.9	.	-0.7	3	0.8
Cc1cc(C)c2nc(N3CCCC(C(=O)N4CCN(c5ncccn5)CC4)C3)sc2c1 (stereo unspecified)	0	3.5	.	11	-3	3.2	-4	1.1	16	2.3
Cc1csc(Nc2ccccc2C(F)(F)F)n1	-6	4.6	-11	-1	-15	0.4	.	1.3	0	3.7
O=C1c2ccccc2C(=O)c2c1cccc2-n1nnc2ccccc21	-1	-0.2	-18	-5	1	-0.2	1	1.2	2	0.1
Cn1c(=O)n(C)c2cc(CN3C(=O)OC(C)(C)C3(C)O)ccc21 (stereo unspecified)	-6	-2.3	-15	-2	-16	-4.0	2	-0.1	-1	1.0
Clc1ccc(-n2nnnc2-c2cnc3ccccc3c2-c2ccccc2)cc1	3	4.5	-28	8	1	0.7	-1	-2.8	-6	-1.8

Bioassay records as filed in PubChem BioAssay.
